Screening results deposited in PubChem by several laboratories.
GPR55 LPI antagonism – GPR55 antagonists blocking LPI-driven arrestin recruitment, primary screen, imaging, U2OS, beta-arrestin-GFP, LPI agonist (AID 2013); G-protein coupled receptor 55 (Homo sapiens); U2OS GPR55 beta-arrestin-GFP translocation imaging, LPI antagonism; higher % means a stronger effect; one-dose inhibition, % at 10 µM; IC50 in µM for titrated hits; 290,000 compounds, 0.13% hits;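 active = spots per cell inhibited over 60%, with over 100 cells counted and total cytoplasm intensity under 500,000; inconclusive = wells with under 100 cells, flagged as likely toxic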;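 note: U2OS cells stably carrying GPR55 and arrestin-GFP stimulated by 5 µM LPI near EC80; imaged beta-arrestin-GFP aggregate spots per cell after agonist stimulation; plate controls were LPI-stimulated DMSO wells for no effect and DMSO wells without LPI for full effect; some results filed as inactive read as strong as hits; confirmed hits need IC50 under 10 µM and bright autofluorescent wells are also inconclusive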
RSV CPE inhibition – RSV antiviral activity via CPE protection, HEp-2 cells, primary 10 µM value included (AID 2391); 310,000 compounds, 0.13% hits; CPE inhibition, % at 10 µM, or IC50 in µM where a hit was titrated; HEp-2 cells, RSV-induced CPE inhibition; higher % means a stronger effect; in the data active = a potency from the dose series; inconclusive = CPE inhibition mostly from about 23% at the one dose, without a potency; inactive = the rest, 99 in 100 with CPE inhibition below about 21%; note: strong numbers were not always called active
GPR35 antagonists – GPR35 antagonists blocking zaprinast-driven arrestin recruitment, primary screen, imaging, U2OS, beta-arrestin-GFP, zaprinast agonist (AID 2058); G-protein coupled receptor 35 (Homo sapiens); U2OS GPR35 beta-arrestin-GFP translocation imaging, zaprinast antagonism; higher % means a stronger effect; one-dose inhibition, % at 10 µM; IC50 in µM for titrated hits; 290,000 compounds, 0.052% hits;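 active = inhibition of at least 50% with at least 30 cells and total cytoplasm GFP at most 10,000,000; inconclusive = under 30 cells or total GFP of 10,000,000 plus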
PhoP inhibition – inhibitors of PhoP regulon expression, primary screen, Salmonella Typhimurium, GFP reporter (AID 1863). inhibition, % at 50 µM; hits with a dose series show IC50 in µM. 300,000 compounds, 0.16% hits. S. Typhimurium PhoP-regulated promoter GFP reporter, 4 h; higher % means a stronger effect;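 active = inhibition over 29.93%, a cutoff 3 SD above the screen mean, later confirmed by dose response; inconclusive = inhibition over 29.93% but no dose response follow-up; inactive = inhibition at most 29.93% or unconfirmed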;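 note: 0% = low Mg2+ inducing control and 100% = high Mg2+ repressing control; strong numbers were not always called active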
MgcRacGAP inhibition – MgcRacGAP GTPase-activating activity inhibitors, confirmation, biochemical, ADP Hunter fluorescence; Rac GTPase-activating protein 1 (Homo sapiens); MgcRacGAP-stimulated Rac1 GTP hydrolysis, ADP Hunter fluorescence; higher % means a stronger effect; GST-tagged Rac1 F28L mutant substrate; one-dose inhibition, % at 30 µM; IC50 in µM for titrated hits; 340,000 compounds, 0.6% hits; AID 624330, 2012;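 active = first-screen hits whose inhibition reached a set limit at any dose in the follow-up dose series; inconclusive = inhibition above the set first-screen limit but never retested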;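 note: fluorescence reports GDP produced by GAP-driven GTP hydrolysis; strong numbers were not always called active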
Dengue-2 NS5 capping – Dengue-2 NS5 methyltransferase inhibitors, primary screen, biochemical, confirmation dose response (AID 588689). Genome polyprotein (Dengue virus type 2 (strain 16681-PDK53)). Dengue-2 NS5 methyltransferase capping enzyme assay, biochemical; higher % means a stronger effect. inhibition, % at 25 µM, or IC50 in µM where a hit was titrated. 340,000 compounds, 0.3% hits; in the data active = a potency from the dose series; inconclusive = inhibition above about 29% without an active follow-up result
K1F lysis inhibition – inhibition of K1F phage lysis, E. coli UTI89, bacterial capsule biogenesis inhibitors, alamar blue (AID 488966); inhibition, % at 100 µM; hits with a dose series show IC50 in µM; 340,000 compounds, 0.02% hits; E. coli UTI89 K1F phage lysis, alamar blue, 2 h; higher % means a stronger effect;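 active = phage lysis inhibition, versus mean bacterial control, above a set limit; inconclusive = no clear call, values can overlap the other calls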;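 note: capsule biogenesis inhibitors block K1F phage lysis so surviving cells raise fluorescence; higher fluorescence means more inhibition of phage lysis; actives were called in the ten point dose series up to 300 µM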
HIV fusion peptide – inhibitors of HIV fusion peptide binding, primary screen, biochemical, uHTS, fluorescence dequenching (AID 1986) | cell-free peptide binding, fluorescence dequenching, 30 min; higher % means a stronger effect | one-dose inhibition, % at 20 µM; IC50 in µM for titrated hits | 290,000 compounds, 0.3% hits; in the data active = inhibition mostly above about 52%, no sharp cut-off; inactive = mostly below about 76%; note: some results filed as inactive read as strong as hits
Large T inhibition – SV40 large T antigen inhibitors, biochemical (AID 1903); one-dose inhibition, % at 20 µM; IC50 in µM for titrated hits; SV40 large T antigen ATPase/helicase inhibition assay; higher % means a stronger effect; 310,000 compounds, 0.39% hits; in the data active = a potency from the dose series; inconclusive = inhibition mostly from about 32% at the one dose, without a potency; inactive = the rest, 99 in 100 with inhibition below about 32%; note: strong numbers were not always called active
Dengue-2 NS5 capping pilot replicate – second read-out of Dengue-2 NS5 capping, no call of its own (marks repeat the call); inhibition, %; measured here: pilot screen replicate inhibition
* marks the source's active call; other numbers are inactive results; ? = inconclusive; . = no result given; [ ] = dose if it differs, or a comment.

SMILES | GPR55 LPI antagonism | RSV CPE inhibition | GPR35 antagonists | PhoP inhibition | MgcRacGAP inhibition | Dengue-2 NS5 capping | K1F lysis inhibition | HIV fusion peptide | Large T inhibition | others
Cc1nnc(N2CCN(c3ccccc3)CC2)[nH]c1=O | 0% | 3.0% | 8% | -7% | 8% | -1% | 0.4% | -2.1% | 7%
CCOC(=O)CSc1nc(N2CCOCC2)c2c(c1C#N)CC(C)(C)OC2 | 9% | 0.9% | -2% | -4% | 4% | -6% | -0.2% | 2.1% | 10%
COc1ccc(S(=O)(=O)Nc2c(C)nc3nc[nH]n3c2=O)cc1 | -7% | 1.2% | -10% | -4% | 0% | -4% | -0.3% | 3.3% | 3%
CCc1cccc(C)c1NC(=S)N(CCN(C)C)Cc1cccs1 | 15% | -2.5% | -5% | 1% | 4% | 2% | 0.4% | -0.8% | -6%
CC(=O)N1CCN(S(=O)(=O)c2cccc(C(=O)Nc3ccc(C)cn3)c2)CC1 | 7% | 3.6% | -18% | -4% | 6% | -8% | 1.8%[50 µM] | -0.2% | 11%
Cc1ccc(S(=O)(=O)N(C)C)cc1NC(=O)COC(=O)C1CCN(S(=O)(=O)c2cccs2)CC1 | . | -1.2% | . | -7% | 2% | 6% | 0.9%[50 µM] | . | 12%
CC(C)CCOc1ccc(C2CC(=O)N(C)C2=O)cc1 (centres undefined) | 4% | 1.0% | -9% | -3% | 4% | 1% | 0.5% | -1.3% | -2%
CCc1ccc(OCC(=O)Nc2ccc(CN3CCCCC3)cc2)cc1 | 6% | 0.3% | 18% | 5% | 5% | 6% | 0.9% | 1.1% | -3%
CCN(CC)Cc1ccccn1 | -7% | 1.5% | 11% | -4% | 6% | 9% | 1.7% | -0.3% | 7%
CCC1C(=O)N=C(SCC(=O)Nc2ccc(S(N)(=O)=O)cc2)NC1=O (centres undefined) | 2% | -1.0% | 10% | -1% | 1% | 1% | -3.0% | 0.4% | 6%
CN(CC(=O)Nc1ccc(F)cc1)C(=O)COC(=O)c1ccccc1 | . | 0.7% | . | 5% | 7% | -1% | -1.5% | . | 8%
Cc1ccc(S(=O)(=O)/N=C(/Nc2ccc([N+](=O)[O-])cc2)c2ccccc2)cc1 | -10% | 0.1% | 13% | -8% | -7% | -3% | 0.1% | 1.2% | 13%
CC(=O)Oc1ccc(-c2ccc(C(=O)NCCc3ccc(S(N)(=O)=O)cc3)cc2)cc1 | -5% | 6.5% | -10% | 4% | 5% | -8% | -0.1% | 5.5% | 5%
O=C(O)COc1ccc(-c2nc(-c3ccccc3)c(-c3ccccc3)[nH]2)cc1 | 14% | 2.6% | -4% | 9% | 4% | -2% | -0.4% | 11% | 6%
CCCCCCCSc1nnc(N)s1 | -5% | 1.5% | -3% | -9% | 8% | 4% | 0.8% | -1.0% | 12%
Cc1cccn2c(NC(=O)c3ccccc3F)c(-c3ccccc3)nc12 | 14% | 2.2% | 8% | 12% | 6% | -7% | 0.3% | -1.1% | 9%
O=C(Cc1ccccc1)N/N=C/c1cc(Br)cs1 | 4% | 1.0% | -1% | 4% | 11% | -1% | -1.9% | -0.8% | -5%
CN1CCN(CCCNC(=O)CCC(=O)N2CCOc3ccccc32)CC1 | 8% | 3.3% | 1% | . | 12% | -1% | 1.0% | 0.2% | 7%
Cn1c(=O)c(Oc2ccc(F)cc2)c(O)c2ccccc21 | 3% | 0.2% | -10% | -6% | 8% | 10% | 0.0% | 2.4% | 5%
COc1ccc(NC(=O)NC23CC4(C)CC(C)(CC(C)(C4)C2)C3)cc1 | 12% | 4.3% | -2% | 6% | 8% | 1% | 2.1%[50 µM] | 2.0% | 15%
CC(C)N1CCC(N2CCN(CC#Cc3ccccc3)CC2CCO)CC1 (centres undefined) | -3% | -1.8% | -5% | -8% | 1% | -9% | 1.4% | 0.3% | 7%
Cc1cccc(N2CCN(C(=O)NC(C)c3ccc(F)c(F)c3)CC2)c1C (centres undefined) | 14% | 1.7% | -12% | 0% | 6% | -3% | 0.5% | 0.2% | 6%
Cc1onc(-c2ccccc2)c1C(=O)N/N=C/c1cccc(O)c1 | 3% | 1.2% | 10% | 6% | 8% | 2% | -0.4% | -1.0% | 8%
Cc1ccccc1NC(=O)CCC(=O)N/N=C/c1ccc(F)cc1 | 97% | 1.2% | 5% | -4% | -1% | -10% | -0.7% | 0.6% | 3%
Cc1ccc2[nH]c(C)c(/C=C/c3cc[n+](C)cc3)c2c1 | ? | 3.6% | 1.6µM* | -95% | 11% | ? | -2.2%[50 µM] | 159% | 2%
Cc1ccnc2nc(C(=O)OCC(=O)N(CC(C)C)CC(C)C)nn12 | -3% | -0.7% | -16% | 1% | 3% | -10% | -0.7% | -0.6% | 6%
CCOc1ccc2nc(N(CCN(C)C)C(=O)c3ccc4c(c3)CCCC4)sc2c1 | 26% | 1.2% | 10% | 1% | 3% | -3% | 0.1% | -0.1% | 9%
O=C(CCSc1ccc(F)cc1)NNC(=O)c1ccc([N+](=O)[O-])cc1 | . | 0.4% | . | . | 8% | -9% | 0.4%[50 µM] | . | .
Cc1ccc(CN(C)CCc2ccccn2)cc1 | 12% | -0.9% | -8% | 4% | 13% | 1% | -1.6% | 3.1% | 5%
O=C1N=c2ccccc2=C1c1sc(Nc2ccc(O)cc2)nc1O | 2% | . | -21% | -10% | 59µM* | . | 8.2% | -8.0% | 24%
O=C(CNC(=O)c1cccs1)N=Nc1c(O)[nH]c2ccc([N+](=O)[O-])cc12 | 8% | 15µM* | 11% | -2% | 5% | -2% | 0.4% | 0.8% | 7%
NC(=O)c1ccc(NC(=O)c2ccc(CN3CCOCC3)cc2)cc1 | 4% | 0.9% | 15% | -6% | 5% | 0% | 0.3% | -0.4% | 4%
CC(C)(C)NC(=O)[C@@H]1CN(Cc2cccnc2)CCN1C[C@@H](O)C[C@@H](Cc1ccccc1)C(=O)N[C@H]1c2ccccc2C[C@H]1O | . | -1.3% | . | 2% | -6% | -6% | -0.4% | . | 8%
CC1(NC(=S)Nc2ccc(NC(=S)NC3(C)CCS(=O)(=O)C3)cc2)CCS(=O)(=O)C1 (centres undefined) | 3% | 0.6% | -14% | -9% | . | . | . | -1.2% | 30%
CCCCn1c(N)c(N(CCOC)C(=O)C2CCCN(C(=O)c3ccc(Cl)cc3)C2)c(=O)[nH]c1=O (centres undefined) | . | 2.1% | . | -9% | -1% | -1% | 1.2%[50 µM] | . | 12%
Cc1ccc(Cn2ccc(NC(=O)c3noc4c3CCCC4)n2)cc1 | 22% | 2.0% | -19% | -9% | -1% | -6% | 2.3% | -2.4% | -4%
O=C(N/N=C/c1ccc(O)cc1)c1cc(-c2ccccc2)nc2ccccc12 | 7% | 5.0% | -10% | 3% | 11% | -9% | 0.4% | 0.2% | 15%
COc1ccc2c(c1OC)C(=O)OC2Nc1ccc(S(=O)(=O)N=C(N)N)cc1 (centres undefined) | -6% | 0.5% | 3% | 0% | 3% | -5% | -0.1% | 1.1% | 15%
COc1ccc(S(=O)(=O)N2CCC3(CC2)CC(=O)c2ccccc2O3)cc1OC | . | 0.6% | . | -1% | 4% | -5% | 2.3%[50 µM] | . | 3%
O=[N+]([O-])c1cccc(S(=O)(=O)N2CCN(c3ccccn3)CC2)c1 | 4% | -0.1% | 1% | 5% | 1% | -27% | 0.6% | 1.1% | 1% | Dengue-2 NS5 capping pilot replicate=-1.4
COC(=O)c1c(NC(=O)Nc2ccc(Cl)cc2)sc(C)c1C | -4% | 1.8% | -10% | 2% | 5% | 0% | 2.0% | 0.0% | 12%
O=C(COc1ccccc1Cl)Nc1cc(NC(=O)COc2ccccc2Cl)cc(C(=O)O)c1 | 9% | 6.1% | 12% | -1% | 8% | -10% | 0.1% | 30% | 8%
COc1ccc(OC)c(S(=O)(=O)Nc2cc3c4c(c2)C(C)C(=O)N4CCC3)c1 (centres undefined) | . | -0.5% | . | 6% | 8% | 1% | 1.1%[50 µM] | . | 25%
CCC(NC(=O)c1cccc(Cn2nc(C)c([N+](=O)[O-])c2C)c1)c1ccc(C(C)C)cc1 (centres undefined) | 16% | 0.4% | 3% | 8% | -7% | -5% | 4.2% | 3.4% | 8%
Cc1cc(NC(=O)CSc2nc3ccccc3[nH]2)no1 | -21% | 1.4% | 13% | -2% | 3% | -6% | -0.9% | -0.9% | 19%
CCOC(=O)/C(=C/c1ccc(OC(=O)c2ccccc2)cc1)C(C)=O | 13% | 1.1% | -14% | 6% | 22% | -21% | -4.7% | 6.0% | 20%
COc1ccc(-n2cnc3cc(C(=O)N4CCOCC4)ccc32)cc1 | 11% | 1.6% | -4% | -8% | 9% | -5% | 0.1% | 0.1% | 9%
COC(=O)C1CCN(C(=O)COc2cc3sc(C)nc3c3sccc23)CC1 | -9% | 0.9% | -10% | -5% | 14% | -9% | -0.3% | -1.0% | 5%
CC1=C(C(=O)OCc2ccccc2)C(c2ccc(Cl)cc2)NC(=O)N1CCCC(=O)O (centres undefined) | 6% | 3.3% | 0% | 9% | . | . | . | 5.1% | 7%
O=C(Nc1nc2cc3c(cc2s1)OCO3)c1ccco1 | -7% | . | 6% | -3% | 8% | 1% | 0.4% | -1.1% | .
O=C(c1cccc(OC(F)F)c1)N1CCN(c2ncccn2)CC1 | 14% | 1.5% | 21% | -3% | 8% | -3% | 1.8% | -0.4% | 5%
O=C(CCS(=O)(=O)Cc1ccccc1F)N1CCc2ccccc2C1 | -2% | -0.4% | 3% | 0% | -4% | -4% | -0.7% | -1.8% | 11%
Cc1ccc(-n2c(C)cc(/C=N/NC(=O)c3ccncc3)c2C)cc1C | -13% | 9.1% | -3% | 18% | -6% | -3% | 0.1% | -2.6% | 8%
COc1ccccc1C1CC(c2cccs2)=NN1C(=O)CCC(=O)O (centres undefined) | -11% | 1.7% | -10% | 3% | 13% | -17% | -0.5% | 0.4% | 6%
